ABHD5 PLIN5 PPI = ABHD5-PLIN5 interaction inhibitors, primary screen, cell lysate, split luciferase complementation, luminescence; 360,000 compounds, 0.78% hits; Split G. princeps luciferase complementation, 4 h; inhibition, % at 4 µM;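 active means inhibition above the mean inhibition across every tested compound plus 3 SD, cut at about 22% in these data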;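 further: 0% = DMSO only wells and the 100% control is not disclosed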
TLR9-MyD88 block = inhibitors of TLR9-MyD88 association in cells, primary screen, cell-based, CHO, BLA complementation, fluorescence | 340,000 compounds, 0.21% hits | AID 504734, 2011 | inhibition, % at 4.98 µM | CCF4 FRET ratio;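 active means inhibition above the mean over all tested compounds plus 3 SD, cut at about 21% in these data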;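 further: 0% = DMSO only wells and 100% = clavulanate BLA inhibitor control wells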
Target sequence (Q99836 whole entry, looked up): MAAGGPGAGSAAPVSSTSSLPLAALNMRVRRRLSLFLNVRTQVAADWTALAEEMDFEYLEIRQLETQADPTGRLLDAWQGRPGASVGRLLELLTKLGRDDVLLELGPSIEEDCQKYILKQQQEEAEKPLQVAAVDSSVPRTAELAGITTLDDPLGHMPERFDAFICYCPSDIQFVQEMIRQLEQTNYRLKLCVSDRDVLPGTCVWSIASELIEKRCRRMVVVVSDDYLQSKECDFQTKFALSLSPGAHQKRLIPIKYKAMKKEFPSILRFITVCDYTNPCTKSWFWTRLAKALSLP
Target sequence (Q9NR96 whole entry, looked up): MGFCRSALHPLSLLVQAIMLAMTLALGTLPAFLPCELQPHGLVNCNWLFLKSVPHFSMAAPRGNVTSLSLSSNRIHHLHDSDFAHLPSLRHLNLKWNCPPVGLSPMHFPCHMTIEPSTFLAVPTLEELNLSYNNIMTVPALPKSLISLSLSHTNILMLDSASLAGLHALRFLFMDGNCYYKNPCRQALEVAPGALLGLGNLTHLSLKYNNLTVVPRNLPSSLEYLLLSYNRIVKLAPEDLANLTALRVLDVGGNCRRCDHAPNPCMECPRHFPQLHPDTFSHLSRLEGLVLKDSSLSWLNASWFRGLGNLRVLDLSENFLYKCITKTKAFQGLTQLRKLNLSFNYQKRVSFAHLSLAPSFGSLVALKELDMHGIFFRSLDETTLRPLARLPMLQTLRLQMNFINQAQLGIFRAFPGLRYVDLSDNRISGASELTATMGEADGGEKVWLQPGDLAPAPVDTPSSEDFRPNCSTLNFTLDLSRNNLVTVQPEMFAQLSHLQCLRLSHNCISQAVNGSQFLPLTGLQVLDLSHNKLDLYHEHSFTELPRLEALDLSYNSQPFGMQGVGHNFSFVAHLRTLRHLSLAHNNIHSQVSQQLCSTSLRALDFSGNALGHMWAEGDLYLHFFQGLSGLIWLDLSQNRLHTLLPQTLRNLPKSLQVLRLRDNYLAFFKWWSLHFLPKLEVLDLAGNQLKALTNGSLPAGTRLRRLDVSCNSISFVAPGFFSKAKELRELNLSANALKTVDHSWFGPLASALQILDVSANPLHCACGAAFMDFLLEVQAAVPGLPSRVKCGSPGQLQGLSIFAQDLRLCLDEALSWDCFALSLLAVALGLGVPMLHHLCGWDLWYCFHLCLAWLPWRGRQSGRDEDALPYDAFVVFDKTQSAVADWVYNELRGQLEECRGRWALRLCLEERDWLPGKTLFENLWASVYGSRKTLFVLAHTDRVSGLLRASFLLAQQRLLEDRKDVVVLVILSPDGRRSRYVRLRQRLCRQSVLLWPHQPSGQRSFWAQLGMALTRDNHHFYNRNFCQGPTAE
NOD2-RIPK2 inh = NOD2-RIPK2 binding disruptors in cells, primary screen, fluorescence, CHO cells, BLA complementation | Receptor-interacting serine/threonine-protein kinase 2 (Homo sapiens), O43353 | CCF4 ratio | inhibition, % at 4.98 µM | 360,000 compounds, 0.38% hits | AID 624267, 2012; in the data active means inhibition above about 21%;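 further: 0% = vehicle only and 100% = reference blocker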
MC4R barr agon = MC4R agonists recruiting beta-arrestin, primary screen, cell-based, luminescence, agonist arm of biased-ligand search; U2OS MC4R beta-arrestin complementation; percent of melanotan II response, DMSO zero; activation, % at 8.9 µM; 360,000 compounds, 0.98% hits;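 active means activation above a per-plate cutoff, the mean activation of sample wells on that plate plus 3 SD, cut at about 8% in these data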
SRC3 inh = SRC3 coactivator transcriptional activity inhibitors, primary screen, cell-based, luminescence; Nuclear receptor coactivator 3 (Homo sapiens), Q9Y6Q9; AID 588352, 2011; HEK293 GAL4-SRC3 luciferase reporter; 360,000 compounds, 0.17% hits; inhibition, % at 3.6 µM;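 active means inhibition above a per-campaign cutoff, the mean of all compounds plus 3 SD, cut at about 60% in these data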;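 further: 0% = DMSO-treated cells and 100% = gossypol-treated cells at 36 µM; higher means less SRC3-driven luciferase light from the GAL4 reporter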
NCOA2 inhibitor = inhibition of GAL4-SRC2 driven luciferase reporter, primary screen, SRC2 inhibitor project, cell-based, luminescence. 370,000 compounds, 0.17% hits. Nuclear receptor coactivator 2 (Homo sapiens), Q15596. inhibition, % at 9 µM. AID 651957, 2012. HEK293 GAL4-SRC2 luciferase reporter;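 active means inhibition above the mean inhibition of all tested compounds plus 3 SD, set per campaign, cut at about 52% in these data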;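 further: 0% = DMSO treated cells and 100% = cells given Gossypol at 36 µM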
NCOA1 inh = SRC1 coactivator transcriptional activity inhibitors, primary screen, cell-based, luminescence | Nuclear receptor coactivator 1 (Homo sapiens), Q15788 | HEK293 GAL4-SRC1 luciferase reporter | inhibition, % at 3.6 µM | 360,000 compounds, 0.12% hits | AID 588354, 2011;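 active means inhibition above the campaign mean plus 3 SD, with each screening campaign given its own cutoff, cut at about 60% in these data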;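 further: 0% = DMSO treated cells and 100% = gossypol at 36 µM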
MC4R antag cAMP = MC4R antagonists of cAMP signaling, primary screen, cell-based, TR-FRET, antagonist arm of biased-ligand search; Melanocortin receptor 4 (Homo sapiens), P32245; MC4R-expressing cells, MTII-stimulated cAMP, LANCE TR-FRET; inhibition, % at 6.5 µM; 360,000 compounds, 0.48% hits; AID 540295, 2011;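 active means inhibition above its plate's cutoff, the mean of tested wells on that plate plus 3 SD, cut at about 29% in these data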;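 further: 0% = Melanotan II alone and 100% = Melanotan II plus saturating MCL0020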
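Assay system: human MC4R-expressing U2OS cells; reagent: Melanotan II stimulation of cells; dosing: 6.5 µM single dose; timing: compound 30 min, challenge 1 h, detection 1 h; signal: TR-FRET cAMP assay; replicates: one well per compound, no replicates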
LRH-1 inv ag = LRH-1 (NR5A2) inverse agonists, primary screen, cell-based, luminescence, HEK293T, StAR-luciferase reporter; LRH-1 transfected, 24 h; 360,000 compounds, 0.13% hits; Nuclear receptor subfamily 5 group A member 2 (Homo sapiens), O00482; inhibition, % at 3.6 µM;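 active means inhibition above the mean inhibition of all tested compounds plus 3 SD, cut at about 73% in these data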;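 further: 0% = DMSO wells and 100% = reporter-only cells lacking LRH-1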
COUP-TFII inh = NR2F2 transcriptional activity inhibitors, primary screen, cell-based, luciferase reporter, HEK293T, luminescence. COUP transcription factor 2 (Homo sapiens), P24468. HEK293T NGFI-A luciferase reporter. inhibition, % at 8.6 µM. 370,000 compounds, 0.7% hits;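 active means inhibition above a per-plate cutoff, mean inhibition of test wells between control levels plus 3 SD, cut at about 38% in these data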;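 further: cells cotransfected with COUP-TFII expression vector driving the NGFI-A reporter; 0% = median of COUP-TF2 test wells and 100% = reporter-only cells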
EBV LMP1 NFkB = EBV LMP1-driven NF-kappaB luciferase reporter inhibitors, primary screen, cell-based, luminescence, single point; LMP1-induced NF-kappaB luciferase reporter cells; inhibition, % at 12.5 µM; 350,000 compounds, 0.69% hits; in the data active means inhibition above about 41%;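 further: 0% = neutral control wells and 100% = reference inhibitor control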
Starred values were filed as active, the others as inactive; . = no result given. Some of the compounds tested; count on the stated rates, not on these rows.

Start of the data: the first 2 records, to show the layout:
compound,ABHD5 PLIN5 PPI,TLR9-MyD88 block,NOD2-RIPK2 inh,MC4R barr agon,SRC3 inh,NCOA2 inhibitor,NCOA1 inh,MC4R antag cAMP,LRH-1 inv ag,COUP-TFII inh,EBV LMP1 NFkB
Cc1ccc(S(=O)(=O)/N=C(/Nc2ccc(F)cc2F)c2ccc(F)cc2)cc1,7,13,5,-1.1,22,11,-8,3,6,4,6
OC(CN1CCN(Cc2ccccc2)CC1)Cn1c2ccccc2c2ccccc21 (configuration not stated),14,-4,12,3.3,11,13,5,-1,12,5,-11

Main list, from the first entry:
compound,ABHD5 PLIN5 PPI,TLR9-MyD88 block,NOD2-RIPK2 inh,MC4R barr agon,SRC3 inh,NCOA2 inhibitor,NCOA1 inh,MC4R antag cAMP,LRH-1 inv ag,COUP-TFII inh,EBV LMP1 NFkB
Cc1ccc(S(=O)(=O)/N=C(/Nc2ccc(F)cc2F)c2ccc(F)cc2)cc1,7,13,5,-1.1,22,11,-8,3,6,4,6
OC(CN1CCN(Cc2ccccc2)CC1)Cn1c2ccccc2c2ccccc21 (configuration not stated),14,-4,12,3.3,11,13,5,-1,12,5,-11
CC1=C(C)CC(C(=O)N2CCN(Cc3ccccc3)CC2)C(C(=O)O)C1 (configuration not stated),4,-6,-10,-0.6,4,-23,3,-1,-8,11,65*
COc1ccc(N2C(=O)CSC23C(=O)N2CCCc4cccc3c42)cc1 (configuration not stated),0,0,1,1.2,-1,9,10,9,9,5,-5
COc1cccc(-n2c(SCC(=O)NCc3ccco3)nnc2-c2c[nH]c3ccccc23)c1,9,5,-7,0.1,-16,4,-2,5,-16,23,-8
Cc1nnc(NC(=O)C2CC(=O)N(C(C)c3ccccc3)C2)s1 (configuration not stated),-1,-8,1,-2.4,-11,-3,-33,4,10,2,-12
c1csc(C2C3=C(Nc4ncnn42)c2ccccc2OC3)c1 (configuration not stated),-4,4,5,-0.7,6,-35,3,2,-15,1,-15
CC1C(c2ccccc2)OCCN1C(=S)NC(=O)c1ccccc1 (configuration not stated),3,2,-7,-2.5,0,-8,2,15,15,3,-3
CSc1nc2ccc(NS(=O)(=O)c3ccc(Cl)s3)cc2s1,-2,-1,4,-1.6,11,-7,-33,1,-9,-12,2
CCN(C(=O)CSc1ncccn1)C1CCS(=O)(=O)C1 (configuration not stated),-4,0,-1,-2.8,-1,-11,-31,1,1,-22,1
Cc1c(C(=O)N(Cc2ccccc2)C(C)C)cnn1-c1ccccc1,-7,-2,-12,-2.4,14,1,-5,-2,4,-4,-3
Nc1ccc(Nc2nc3ccccc3[nH]2)cc1,-1,-3,3,-2.2,-11,-6,-21,-2,19,-9,-4
O=C(CCSc1ccc(Cl)c(Cl)c1)NC12CC3CC(CC(C3)C1)C2,-5,-3,4,-0.1,-12,-13,-13,8,-4,-18,-16
O=C(N/N=C/c1ccc(C(=O)O)cc1)C1=NNC(c2ccccc2)(c2ccccc2)C1,-16,3,-20,-0.8,-8,2,2,8,3,6,5
Cc1ccc(S(=O)(=O)NNC(=O)CCC(=O)Nc2ccc(C)cc2C)cc1,0,-2,-12,-0.9,5,12,1,23,7,-2,-4
CCC(=O)NCCCc1nc(-c2ccccc2)no1,3,6,-9,0.3,-4,-28,-14,9,-15,1,-7
Cc1ccc(CN(C(=O)c2cccs2)C2CCS(=O)(=O)C2)cc1 (configuration not stated),-1,-10,-6,-0.6,-18,21,-58,17,7,-13,-16
CCCCc1c(O)c2ccccc2n(CCCC)c1=O,1,-9,-10,-0.7,12,-15,1,12,-1,-7,0
Cc1ccc(OCCNc2ccc(C(F)(F)F)cc2[N+](=O)[O-])cc1,1,-1,-8,2.9,-10,-10,-10,12,-8,-4,-1
O=[N+]([O-])c1ccc(N2CCN(Cc3ccc([N+](=O)[O-])o3)CC2)cc1,-3,6,0,-1.6,6,4,1,4,5,10,25
Cc1cnc([N+](=O)[O-])n1CCOC(=O)NC(=O)c1cccc(F)c1,-6,-3,-2,2.2,13,-11,-2,-6,0,6,2
CC1=C(C(=O)Nc2ccc(C(=O)N3CCN(c4ccccc4F)CC3)cc2)SCCO1,-1,6,-12,0.1,0,-3,-5,9,1,7,6
CCCCc1nc2ccccc2c(=O)n1NC(=O)c1c(O)c2cccc3c2n(c1=O)CC3,2,-1,-4,-0.9,1,-27,-8,1,-5,-1,-4
O=C(NC1CCN(S(=O)(=O)c2ccc(Cl)cc2)CC1)C1CCCCC1,4,11,2,-0.5,15,1,-10,5,2,-15,-1
CCOc1ccc(C(=O)NNC(=O)c2cc(S(=O)(=O)N3CCOCC3)ccc2Cl)cc1,3,-1,-5,-2.7,5,1,-12,0,-25,-9,-6
CN(C)c1ccc(NC(=O)CSc2nnc(-c3cccs3)n2Cc2ccco2)cc1,0,3,14,-2.8,2,-9,14,0,-6,10,-6
Cc1cc(NC(=O)c2cncc(Br)c2)ccc1NC(=O)c1cc2ccccc2o1,2,2,-8,10*,2,-9,4,6,3,8,5
COc1ccc(N(C(=O)c2csnn2)C(C(=O)NC2CCCC2)c2ccccc2)cc1 (configuration not stated),1,-1,-1,0.2,3,11,2,27,9,4,2
CCOC(=O)C(=O)Nc1ccc(OCc2ccccc2)cc1,3,13,-1,-2.1,-20,-2,-55,23,-10,-1,1
CCOC(=O)c1ccccc1NC(=O)CSc1ccccc1,-5,3,-4,5.1,-4,0,6,14,10,1,1
COC(=O)c1cc(C(=O)N2CCOCC2)cc([N+](=O)[O-])c1,0,8,-5,0.3,-5,6,-9,-2,19,8,-2
CCn1c(SC(C)C(=O)Nc2nnc(C)s2)nnc1-c1ccco1 (configuration not stated),-10,2,-7,3.1,1,-16,6,20,-1,11,5
Cc1oc2cc(O)ccc2c(=O)c1Oc1ccc(F)cc1,7,10,0,-0.3,15,2,6,7,2,13,2
COC(=O)[C@]12CCCCC=C1N(Cc1ccco1)C(=O)[C@H](CC(=O)NCc1cccc(C(F)(F)F)c1)C2,2,.,-2,.,.,-9,.,.,2,3,.
CCOc1ccccc1NC(=O)Nc1ccc2c(c1)OCO2,-3,-2,1,-2.4,-44,-44,-24,-5,-25,-25,1
CCC(=O)Nc1nnc(/C=C/c2ccccc2)s1,-15,0,-1,0.0,-60,-52,-62,-4,-84,-13,6
CCOC(=O)c1ccc(NC(=O)CNNC(=O)COc2ccccc2C)cc1,-3,1,2,-0.3,-26,0,-4,3,28,7,3
CCCS(=O)(=O)NC(=O)C1(C)CCCN(C(=O)c2cccnc2Oc2ccccc2)C1 (configuration not stated),0,.,1,-0.5,-13,-40,-7,9,6,14,.
COC(=O)Nc1cc([N+](=O)[O-])ccc1OC,0,-3,-7,-1.4,5,0,-54,6,-3,-8,14
CN(C(=O)c1ccc(S(=O)(=O)c2cccc(Cl)c2)c([N+](=O)[O-])c1)C1CCCCC1,1,-8,-4,0.6,17,14,-12,16,-30,3,6
Cc1ccc(NC(=O)C(=O)c2c(-c3ccccc3)cc3ccccn23)cc1S(=O)(=O)N1CCOCC1,4,11,6,-2.5,-7,13,11,9,3,25,-9
O=C(COc1ccc(Cl)cc1)Nc1ncc([N+](=O)[O-])s1,0,-9,-9,-1.4,-58,9,-57,19,-87,-8,20
COc1cc(O)cc(/C=C/c2ccccc2)c1,3,-9,-23,2.4,-57,-86,-79,-7,-77,-51,-3
Cc1cccc(C)c1NC(=O)CNc1ncnc2sc(C)c(C)c12,2,-4,-7,-1.1,9,-7,9,3,6,-5,10
O=C(c1cc(C2CC2)nn1-c1ccccc1)N1CCN(c2ccc(O)cc2)CC1,1,-1,3,2.2,-23,-7,-3,-7,-20,1,-15
CCOC(=O)c1sc(NN=C(C(=O)OC)C(=O)OC)c(C(=O)OCC)c1C,2,-10,-2,-2.4,0,1,-1,0,4,-6,-3
Cc1csc(NC(=O)CSc2nnc(-c3ccncc3)o2)n1,-8,-1,-1,-1.0,-42,-25,-45,6,-35,-19,5
CC(O)(c1ccccc1)c1nc(-c2ccc(F)c(Cl)c2)cs1 (configuration not stated),2,.,3,0.4,-6,8,0,15,27,1,.
CC1(C(=O)O)CCC(C(=O)N2CCCCC2)C1(C)C (configuration not stated),2,-6,-6,1.5,4,-9,-19,25,-6,3,-1

Screening results deposited in PubChem by several laboratories.
